Screens as filed in PubChem BioAssay.
Yeast growth inh = yeast BB579 growth reduction in restrictive medium. S. cerevisiae BB579 growth, OD615, 48 h. inhibition, % at 10 µM. 140,000 tested, 0.51% active. AID 804;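 active means inhibition above a set limit, 3 SD over the mean compound inhibition, cut at about 44% in these data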; further: inactives centre near -24
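test system = yeast BB579 (DeaD) | buffer or medium = restrictive CSMM-D medium | doses = single compound dose of 10 µM, 0.25% DMSO final | times = 4 h preincubation and 48 h exposure at 30 °C | technique = culture absorbance at 615 nm | benchmarks = amphotericin B 10 µg/mL, positive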
MRP-1 activ = activators of MRP-1 | viability increase, % at 10 µM | AID 799 | H69AR cells + doxorubicin, viability rescue, CellTiter-Glo | 140,000 tested, 0.61% active;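 active means viability gain under doxorubicin at or above a set limit, the compound median plus 3 SD, cut at about 4.7% in these data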;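 further: MRP-1 overexpressing cells given doxorubicin 25 µM after compound pretreatment; 18-22 h compound pretreatment then 72 h with doxorubicin before readout; 0% = doxorubicin-only wells and 100% = vehicle-treated cells without doxorubicin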
bCat KO growth = beta-catenin-lacking colon tumor cell growth suppression. viability, % at 10 µM. 140,000 tested, 1.5% active. HCT116 beta-catenin knockout viability, CellTiter-Glo, 60 h; hits give low values;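 active means viability at or under a set limit, the compound median less 4 SD, cut at about 6% in these data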;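 further: 0% = Hyamine 1622 control at 20 µM and 100% = untreated cell control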
PTEN del growth = PTEN-deleted cell growth suppression. viability, % at 10 µM. 140,000 tested, 1.2% active. HCT116 PTEN-null viability, CellTiter-Glo, 60 h; hits give low values;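 active means viability at or below a set limit, 4 SD under the median of all tested compounds, cut at about 3.7% in these data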;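 further: PTEN knockout HCT116 line with beta catenin targeted HCT116 as companion control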
Phagocytosis inh = macrophage phagocytosis inhibition | J774A.1 macrophage IgG-bead phagocytosis, imaging | inhibition, % at 5 µM | 110,000 tested, 0.07% active;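 active means inhibition above the mean of the plate negative controls plus 5 SD, cut at about 13% in these data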;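 further: phagocytic index as fraction of beads internalized from green versus red external bead signal; plate controls were DMSO negative control for no effect and cytochalasin-D positive control for full effect; some results beyond the cut were filed as inactive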
Measles CPE = protection of cells from measles virus; Measles virus-infected cells, CPE protection, absorbance; protection (pct of control), % at 4 µM; 140,000 tested, 1.5% active; AID 841; in the data active means protection mostly above about 24%, no sharp cut-off; inactive means mostly below about 26%; further: some compounds called inactive have numbers as strong as hits
E-sel TNF inh = TNF alpha driven E-selectin expression inhibition. HUVEC TNFa-induced E-selectin immunofluorescence, high content. inhibition, % at 2 µM. 120,000 tested, 0.71% active. AID 1246;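 active means inhibition above the batch mean plus 3 SD, and confirmed as a hit on visual image review, cut at about 43% in these data; inconclusive means passes the inhibition cutoff but fails visual image review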;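 further: 0% = TNF-stimulated DMSO wells and 100% = unstimulated control wells; not every result past the cut was called active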
NPY Y2 blocker = blocks the human neuropeptide Y Y2 receptor; inhibition, % at 2.7 µM; P49146; 140,000 tested, 0.99% active; NPY-Y2 expressing cells, antagonist mode; in the data active means inhibition above about 17%;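 further: 0% = vehicle with agonist challenge and 100% = reference antagonist with challenge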
Target sequence (P49146 whole entry, looked up): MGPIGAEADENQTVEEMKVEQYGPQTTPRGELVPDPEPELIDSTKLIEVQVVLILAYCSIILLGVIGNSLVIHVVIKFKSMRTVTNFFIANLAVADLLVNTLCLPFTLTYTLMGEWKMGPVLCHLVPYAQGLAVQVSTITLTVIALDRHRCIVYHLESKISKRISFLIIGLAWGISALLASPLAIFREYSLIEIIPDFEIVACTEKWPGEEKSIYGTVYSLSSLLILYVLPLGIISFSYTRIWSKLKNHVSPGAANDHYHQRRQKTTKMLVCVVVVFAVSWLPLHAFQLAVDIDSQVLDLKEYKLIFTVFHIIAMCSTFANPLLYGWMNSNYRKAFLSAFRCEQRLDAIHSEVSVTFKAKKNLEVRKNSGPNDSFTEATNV
GALR2 antag = blocks the human galanin receptor 2 | O43603 | GALR2-expressing cells, antagonist mode | inhibition, % at 4 µM | 140,000 tested, 0.39% active; in the data active means inhibition above about 27%;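 further: cells stimulated with galanin 1-16 at roughly its EC80; 0% = agonist challenge control and 100% = basal control without agonist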
Target sequence (O43603 whole entry, looked up): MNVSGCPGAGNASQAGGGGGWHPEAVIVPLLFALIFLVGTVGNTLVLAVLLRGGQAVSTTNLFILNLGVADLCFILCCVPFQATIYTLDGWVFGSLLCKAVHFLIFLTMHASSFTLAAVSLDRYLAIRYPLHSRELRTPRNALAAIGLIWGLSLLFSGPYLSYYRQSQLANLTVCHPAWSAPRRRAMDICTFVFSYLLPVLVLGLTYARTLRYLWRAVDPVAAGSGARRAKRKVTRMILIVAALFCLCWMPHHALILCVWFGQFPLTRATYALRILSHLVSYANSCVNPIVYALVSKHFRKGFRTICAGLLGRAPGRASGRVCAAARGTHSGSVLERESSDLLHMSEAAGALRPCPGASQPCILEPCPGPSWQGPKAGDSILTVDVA
Yeast life ext = extends the lifespan of yeast. inhibition of the nicotinamide effect, % at 10 µM. 130,000 tested, 0.68% active. S. cerevisiae growth with nicotinamide, OD615; deaD strain in restrictive glucose medium;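 active means inhibition above a set limit, placed 3 SD over the median of all compounds, cut at about 26% in these data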;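 further: 0% = nicotinamide-treated wells and 100% = cells grown without nicotinamide; some compounds called inactive have numbers as strong as hits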
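Buffer or medium: CSMM-D glucose medium, restrictive; test system: modified budding yeast, DeaD strain; compound: single dose 10 µM compound, 0.25% DMSO; schedule: culture preincubation 4 h, compound exposure 48 h, both 30 °C; detection: optical density (absorbance) at 615 nm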
* marks the source's active call; other numbers are inactive results; ? = inconclusive; . = no result given. Compounds as they come. Share with any hit: about 6.3%.

cpd | Structure | Yeast growth inh | MRP-1 activ | bCat KO growth | PTEN del growth | Phagocytosis inh | Measles CPE | E-sel TNF inh | NPY Y2 blocker | GALR2 antag | Yeast life ext
1 | CC(C)Cc1[nH]c(=O)c(C#N)c2c1COC(C)(C)C2 | -28 | -1.9 | 100 | 95 | -1 | 9 | . | 1 | -7 | -12
2 | Nc1nc(SCC(=O)N2N=C3/C(=C/c4ccco4)CCCC3C2c2ccco2)n[nH]1 (stereo not given) | -35 | -2.9 | 77 | 79 | -1 | 7 | 2 | -1 | 7 | -6
3 | Cc1c(Cl)c(=O)oc2cc(OC(C)C)ccc12 | 4 | -1.3 | 85 | 92 | -3 | 14 | . | 1 | -2 | -4
4 | COCc1c(C(=O)OCC(=O)NCCN2C(=O)CSC2=O)oc2ccccc12 | 5 | -1.9 | 98 | 87 | -6 | 4 | -1 | 2 | -3 | -2
5 | CCC(C)NC(=O)CS(=O)Cc1nc(-c2cccc(OC)c2)oc1C (stereo not given) | 6 | -3.0 | 87 | 83 | 0 | 15 | 6 | 0 | 3 | 0
6 | CC(=O)c1c(C)[nH]c(C(=O)NCc2ccccc2Cl)c1C | -11 | -0.6 | 75 | 90 | . | 24 | -31 | -1 | -10 | -21
7 | COc1cc(NC(=O)C2CCCN(c3ncccn3)C2)cc(OC)c1 (stereo not given) | -6 | -3.3 | 98 | 96 | . | 13 | -25 | 1 | 9 | .
8 | Cc1cc(C(=O)N2CCN(C(c3ccccc3)c3ccccc3)CC2)no1 | -19 | 1.4 | 104 | 90 | 0 | 4 | 15 | 0 | -5 | -8
9 | COc1ccc(CCNC(=O)CCCCCN2C(=O)c3ccccc3C2=O)cc1OC | -31 | -2.8 | 90 | 90 | . | 4 | . | 3 | 10 | 4
10 | CCCn1c(/C=C/c2ccccc2)nc2ccccc21 | -39 | -4.0 | 65 | 60 | . | 16 | -73 | 7 | 16 | -5
11 | CC(=O)N(Cc1cc(=O)[nH]c2ccccc12)c1cccc(C)c1 | -30 | -2.4 | 99 | 102 | 0 | 9 | . | 0 | 2 | -1
12 | Oc1[nH]c2ccc(Br)cc2c1N=Nc1ccc(C(F)(F)F)cn1 | -2 | -3.8 | 51 | 35 | -7 | 9 | . | -3 | 12 | -6
13 | O=C(Nc1nccs1)C1C2CC3OC(=O)C1C3C2 (stereo not given) | -38 | -1.8 | 91 | 87 | -2 | 15 | -36 | 2 | 0 | -18
14 | Cc1c(NC(=O)Cn2nc(C(F)(F)F)c3c2CCCC3)c(=O)n(-c2ccccc2)n1C | -18 | -0.8 | 94 | 98 | -1 | 12 | -20 | 0 | 6 | -10
15 | O=C(NC1CC1)c1cc2c(s1)-c1ccccc1OC2 | -13 | -1.3 | 35 | 48 | . | 2 | 15 | 2 | -2 | -11
16 | O=C(NCc1ccc2c(c1)OCO2)c1cc2ccccc2o1 | -7 | 0.0 | 91 | 88 | 0 | 19 | 9 | 8 | 12 | -13
17 | C#CCOCCOCCOCCNc1nc(N2CCN(C(=O)Cn3cc(CCCN=C(N)N)nn3)CC2)nc(N2CCN(C(=O)[C@H]([C@@H](C)CC)n3cc(CCCN=C(N)N)nn3)CC2)n1 | -37 | -2.6 | 85 | 96 | . | 2 | . | -4 | 3 | 4
18 | CCOC(=O)C1CCN(C(=O)c2ccc(N(C)S(C)(=O)=O)cc2)CC1 | -20 | -0.7 | 95 | 98 | 0 | 22 | 0 | -2 | -6 | -4
19 | COc1cccc(C2=NOC(C(=O)NCCN3CCOCC3)C2)c1 (stereo not given) | -23 | -2.7 | 96 | 89 | -3 | 11 | . | -1 | -7 | -15
20 | Cc1ccc(CN2C(=O)NC(Cc3c[nH]c4ccccc34)C2=O)cc1 (stereo not given) | -14 | -1.8 | 88 | 93 | -3 | 19 | . | 0 | -1 | -5
21 | CC(C)(C)Nc1nc(NCc2cccnc2)nc(N2CCOCC2)n1 | -30 | -4.1 | 88 | 99 | . | 4 | -4 | 2 | -10 | .
22 | O=C(OCC(=O)c1ccco1)c1ccc2ncsc2c1 | -26 | -0.8 | 83 | 98 | 0 | 18 | -23 | 3 | -8 | -23
23 | CCN(CC)S(=O)(=O)c1ccc(C)c(C(=O)Oc2cccc(-c3cnc4ccccc4n3)c2)c1 | -52 | -0.7 | 68 | 69 | . | 3 | 7 | 4 | 2 | -3
24 | Cc1cccc(-c2nnc(NC(=O)c3ccc(Cl)cc3)o2)c1 | -42 | -4.0 | 29 | 6 | 0 | 9 | 24 | 8 | 8 | -6
25 | O=c1c(C(c2c(O)nc3n(c2=O)CCS3)c2cccc3ccccc23)c(O)nc2n1CCS2 | 1 | -2.7 | 100 | 100 | 1 | 32 | 44 | 4 | -5 | -8
26 | O=C(N=C1c2ccccc2CN1c1ccc(F)c(Cl)c1)c1cccnc1Cl | -2 | -1.9 | 79 | 69 | -6 | 11 | . | 6 | 3 | -1
27 | CCCCCn1c(SCC#N)nc2cc(C(=O)NCC3CCCO3)ccc2c1=O (stereo not given) | -19 | -1.3 | 61 | 71 | -1 | 2 | ? | -2 | 1 | -6
28 | CCc1ccc(NC(=O)c2ccc(OC)c([N+](=O)[O-])c2)cc1 | -52 | -0.4 | 99 | 96 | 3 | 7 | . | -1 | 14 | -6
29 | O=c1oc2c(CN3CCOCC3)c(O)ccc2c2c1CCCC2 | -34 | -0.3 | 107 | 102 | 1 | 18 | -3 | 0 | -1 | -16
30 | Cc1cc(Cl)c(OCCCNCc2ccccc2)c(Br)c1 | -1 | -6.4 | 1.5* | 1.2* | 3 | 8 | 7 | 18* | -1 | -10

Arranged by molar mass (ascending): ten of the compounds above.
cpd | Structure | Yeast growth inh | MRP-1 activ | bCat KO growth | PTEN del growth | Phagocytosis inh | Measles CPE | E-sel TNF inh | NPY Y2 blocker | GALR2 antag | Yeast life ext
10 | CCCn1c(/C=C/c2ccccc2)nc2ccccc21 | -39 | -4.0 | 65 | 60 | . | 16 | -73 | 7 | 16 | -5
15 | O=C(NC1CC1)c1cc2c(s1)-c1ccccc1OC2 | -13 | -1.3 | 35 | 48 | . | 2 | 15 | 2 | -2 | -11
24 | Cc1cccc(-c2nnc(NC(=O)c3ccc(Cl)cc3)o2)c1 | -42 | -4.0 | 29 | 6 | 0 | 9 | 24 | 8 | 8 | -6
7 | COc1cc(NC(=O)C2CCCN(c3ncccn3)C2)cc(OC)c1 (stereo not given) | -6 | -3.3 | 98 | 96 | . | 13 | -25 | 1 | 9 | .
12 | Oc1[nH]c2ccc(Br)cc2c1N=Nc1ccc(C(F)(F)F)cn1 | -2 | -3.8 | 51 | 35 | -7 | 9 | . | -3 | 12 | -6
26 | O=C(N=C1c2ccccc2CN1c1ccc(F)c(Cl)c1)c1cccnc1Cl | -2 | -1.9 | 79 | 69 | -6 | 11 | . | 6 | 3 | -1
4 | COCc1c(C(=O)OCC(=O)NCCN2C(=O)CSC2=O)oc2ccccc12 | 5 | -1.9 | 98 | 87 | -6 | 4 | -1 | 2 | -3 | -2
9 | COc1ccc(CCNC(=O)CCCCCN2C(=O)c3ccccc3C2=O)cc1OC | -31 | -2.8 | 90 | 90 | . | 4 | . | 3 | 10 | 4
14 | Cc1c(NC(=O)Cn2nc(C(F)(F)F)c3c2CCCC3)c(=O)n(-c2ccccc2)n1C | -18 | -0.8 | 94 | 98 | -1 | 12 | -20 | 0 | 6 | -10
23 | CCN(CC)S(=O)(=O)c1ccc(C)c(C(=O)Oc2cccc(-c3cnc4ccccc4n3)c2)c1 | -52 | -0.7 | 68 | 69 | . | 3 | 7 | 4 | 2 | -3

New compounds follow
cpd | Structure | Yeast growth inh | MRP-1 activ | bCat KO growth | PTEN del growth | Phagocytosis inh | Measles CPE | E-sel TNF inh | NPY Y2 blocker | GALR2 antag | Yeast life ext
31 | Cc1ccccc1NC1=NS(=O)(=O)c2ccccc21 | -54 | 0.1 | 102 | 111 | 1 | 8 | -9 | -1 | 21 | -6
32 | COc1cc(CN(C(=O)c2ccco2)c2ccc(C)cc2)ccc1O | -34 | -4.3 | 85 | 96 | 4 | 8 | 0 | 2 | 16 | -7
33 | O=C(Cc1cccc2ccccc12)Nc1ccc(OC(F)F)c(Cl)c1 | -43 | -0.4 | 83 | 88 | 0 | 10 | . | 8 | 26 | 4
34 | CCC1CCCCN1Cc1cc(OC)c(O)c([N+](=O)[O-])c1 (stereo not given) | -44 | -2.0 | 93 | 94 | -2 | 9 | -28 | 1 | -6 | 18
35 | COc1ccc(C(=O)O/N=C(\N)c2ccccc2)c(OC)c1 | -46 | -5.2 | 67 | 61 | 4 | 13 | -36 | 8 | 9 | 4
36 | O=Cc1c(Sc2ccccn2)nc2ccccn2c1=O | 0 | -3.3 | 78 | 81 | . | 8 | 7 | 2 | 17 | .
37 | CC(C)c1c(O)nc(SCCC(=O)O)[nH]c1=O | -43 | -0.7 | 99 | 99 | -1 | 13 | 4 | -2 | -8 | -4
38 | O=c1[nH]c(=O)n(Cc2ccccc2)c2nc(-c3ccc(Oc4ccc(F)cc4)c([N+](=O)[O-])c3)n(CCO)c12 | -22 | -6.2 | 0.8* | 1.1* | -24 | 19 | . | -2 | -6 | -2
39 | O=C(CN1C(=O)c2ccccc2C1=O)Nc1cccc([N+](=O)[O-])c1 | -3 | -1.1 | 99 | 108 | 4 | 2 | -1 | 2 | 5 | -2
40 | Cc1nnc(SCC(=O)NC2CCCC2)s1 | -16 | -0.2 | 98 | 98 | 2 | 14 | 12 | 3 | -4 | 2
41 | O=C(Cc1cccs1)Nc1ccccn1 | -64 | -0.9 | 100 | 107 | 0 | 8 | -18 | -1 | 10 | -9
42 | CC1(C)Cc2c(c(N3CCOCC3)nc3snc(Br)c23)CO1 | -53 | -5.9 | 97 | 81 | 0 | 2 | -11 | 1 | -24 | -12
43 | O=C(CCS(=O)(=O)c1ccccc1)NC12CC3CC(CC(C3)C1)C2 | -61 | -0.3 | 100 | 107 | -1 | 6 | 9 | 1 | -6 | 1
44 | O=C(O)C1C2CCC(C2)C1C(=O)Nc1nc2ccccc2s1 (stereo not given) | -23 | -0.8 | 104 | 108 | -1 | 4 | -3 | 1 | 10 | -7
45 | Cc1ccc(NC(CC(=O)c2ccccc2)c2ccc(F)cc2)cc1 (stereo not given) | -15 | -6.7 | 7 | 5 | -3 | 12 | 2 | -1 | -3 | -8
46 | Cc1cccc(C(=O)Nc2nnc(SCC(=O)Nc3ccc4c(c3)oc3ccccc34)s2)c1 | -1 | -3.5 | 55 | 80 | -5 | 6 | . | 2 | 2 | 1
47 | Cc1ccc(S(=O)(=O)/N=C(\N)Nc2nc(C)c3cc(C)c(C)cc3n2)cc1 | -55 | 1.7 | 94 | 78 | -1 | 5 | -1 | 8 | -6 | -1
48 | CC1CN(C)C(c2ccccc2)C(C)C12NC(=O)NC2=O (stereo not given) | -15 | 0.1 | 97 | 97 | -1 | 5 | 6 | 0 | 3 | -1
